# Pin1 inh = qHTS Assay to Find Inhibitors of Pin1; Peptidyl-prolyl cis-trans isomerase NIMA-interacting 1 (Homo sapiens), Q13526; Pin1 FP peptide displacement, HiFluor488, 10 min; Potency, µM (highest dose often 115 µM), without a hit: at the highest dose activity, negative = inhibition, usual class: inhibitors; 390,000 tested, 0.009% active; AID 504891, 2011; active = well fitted inhibition curve with a large enough effect in the polarisation, with a control signal flat, not every such curve was filed as active; inconclusive = small, poorly fitted or top-dose-only effect, or effect the other way, or a change in a side signal; inactive = no such curve, though single readings can be large or run the other way; the % refers to the polarisation; also: % is scaled to controls: 0 for no effect and ±100 for the full control effect
# GLS inhibitor = qHTS for Inhibitors of Glutaminase (GLS); Glutaminase kidney isoform, mitochondrial (Homo sapiens), O94925; 410,000 tested, 0.21% active; Potency, µM (doses to about 45.5 µM), without a hit: top-dose activity change, negative = inhibition, usual class: inhibitors; GLS enzymatic activity, qHTS titration; also: % is scaled to controls: 0 for no effect and ±100 for the full control effect
#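 Read-out is an Amplex red fluorescence increase coupled through glutamate oxidase and HRP, measured before and after 30 min room-temperature incubation. hKGA is in 45 mM KH2PO4 (pH 8.2) with 0.02% Tween-20; glutamine added as 1mM solution.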
# G9a inh = qHTS Assay for Inhibitors of Histone Lysine Methyltransferase G9a; Histone-lysine N-methyltransferase EHMT2 (Homo sapiens), Q96KQ7; G9a H3K9 monomethylation, AlphaScreen, 2 h; 350,000 tested, 8.8% active; Potency, µM (doses to about 102 µM), for inactives: at the highest dose activity, negative = inhibition, usual class: inhibitors; also: % is scaled to controls: 0 for no effect and ±100 for the full control effect; nearly all actives have a fitted effect of over 75% in size
#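 Quantitative HTS format: methyltransferase activity on a biotin-tagged H3K9 peptide is measured by AlphaScreen, using a rabbit anti-monomethyl-H3K9 antibody with streptavidin donor and anti-IgG acceptor beads. Final levels are 20 nM enzyme, 500 nM peptide, 20 uM SAM; 2 h RT.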
# HP1b binding inh = HTS for Inhibitors of HP1-beta Chromodomain Interactions with Methylated Histone Tails | Chromobox protein homolog 1 (Homo sapiens), P83916 | AlphaScreen HP1-beta / biotin-H3K9me3 peptide binding | Potency, µM (highest dose often 114 µM), for the others: top-dose activity change, negative = inhibition, usual class: inhibitors | 390,000 tested, 0.56% active | AID 540317, 2011; also: nearly all actives have a fitted effect of over 70% in size; inactives centre near 23
#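 HP1-beta protein (50 nM final) preincubated 30 min at room temperature with biotinylated H3(1-18)K9me3 peptide (50 nM) in PBS pH 7.4, 0.01% Tween-20, then compound added for 30 min. AlphaScreen streptavidin donor/nickel chelate acceptor beads (10 ug/mL final), 30 min dark, luminescence read.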
# BAZ2B inh = qHTS Assay for Inhibitors of BAZ2B. Bromodomain adjacent to zinc finger domain protein 2B (Homo sapiens), Q9UIF8. Potency, µM (series often up to 114 µM), for inactives: at the top dose activity change, negative = inhibition, hits mostly inhibitors. AlphaScreen BAZ2B-H3K14Ac peptide displacement. 360,000 tested, 4.4% active; also: % is scaled to controls: 0 for no effect and ±100 for the full control effect; nearly all actives have a fitted effect of over 60% in size
#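 Compounds, titrated to a top concentration of 110 uM, were incubated 30 min at room temperature with preformed BAZ2B/acetyl-K14 H3 peptide complex (50 nM each). Proximity signal was measured by AlphaScreen after 20 min with beads.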
# BLM helicase inh = qHTS Assay for Inhibitors of Bloom's syndrome helicase (BLM); RecQ-like DNA helicase BLM (Homo sapiens), P54132; recombinant BLM DNA unwinding, fluorescence dequenching; Potency, µM (highest dose often 56.1 µM), for the others: at the highest dose activity change, negative = inhibition, hits mostly inhibitors; 350,000 tested, 0.2% active; AID 2528, 2010;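 also: plate controls were vehicle for no effect and no enzyme for full effect; nearly all actives have a fitted effect of over 35% in size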
# Target sequence (P54132 whole entry, looked up): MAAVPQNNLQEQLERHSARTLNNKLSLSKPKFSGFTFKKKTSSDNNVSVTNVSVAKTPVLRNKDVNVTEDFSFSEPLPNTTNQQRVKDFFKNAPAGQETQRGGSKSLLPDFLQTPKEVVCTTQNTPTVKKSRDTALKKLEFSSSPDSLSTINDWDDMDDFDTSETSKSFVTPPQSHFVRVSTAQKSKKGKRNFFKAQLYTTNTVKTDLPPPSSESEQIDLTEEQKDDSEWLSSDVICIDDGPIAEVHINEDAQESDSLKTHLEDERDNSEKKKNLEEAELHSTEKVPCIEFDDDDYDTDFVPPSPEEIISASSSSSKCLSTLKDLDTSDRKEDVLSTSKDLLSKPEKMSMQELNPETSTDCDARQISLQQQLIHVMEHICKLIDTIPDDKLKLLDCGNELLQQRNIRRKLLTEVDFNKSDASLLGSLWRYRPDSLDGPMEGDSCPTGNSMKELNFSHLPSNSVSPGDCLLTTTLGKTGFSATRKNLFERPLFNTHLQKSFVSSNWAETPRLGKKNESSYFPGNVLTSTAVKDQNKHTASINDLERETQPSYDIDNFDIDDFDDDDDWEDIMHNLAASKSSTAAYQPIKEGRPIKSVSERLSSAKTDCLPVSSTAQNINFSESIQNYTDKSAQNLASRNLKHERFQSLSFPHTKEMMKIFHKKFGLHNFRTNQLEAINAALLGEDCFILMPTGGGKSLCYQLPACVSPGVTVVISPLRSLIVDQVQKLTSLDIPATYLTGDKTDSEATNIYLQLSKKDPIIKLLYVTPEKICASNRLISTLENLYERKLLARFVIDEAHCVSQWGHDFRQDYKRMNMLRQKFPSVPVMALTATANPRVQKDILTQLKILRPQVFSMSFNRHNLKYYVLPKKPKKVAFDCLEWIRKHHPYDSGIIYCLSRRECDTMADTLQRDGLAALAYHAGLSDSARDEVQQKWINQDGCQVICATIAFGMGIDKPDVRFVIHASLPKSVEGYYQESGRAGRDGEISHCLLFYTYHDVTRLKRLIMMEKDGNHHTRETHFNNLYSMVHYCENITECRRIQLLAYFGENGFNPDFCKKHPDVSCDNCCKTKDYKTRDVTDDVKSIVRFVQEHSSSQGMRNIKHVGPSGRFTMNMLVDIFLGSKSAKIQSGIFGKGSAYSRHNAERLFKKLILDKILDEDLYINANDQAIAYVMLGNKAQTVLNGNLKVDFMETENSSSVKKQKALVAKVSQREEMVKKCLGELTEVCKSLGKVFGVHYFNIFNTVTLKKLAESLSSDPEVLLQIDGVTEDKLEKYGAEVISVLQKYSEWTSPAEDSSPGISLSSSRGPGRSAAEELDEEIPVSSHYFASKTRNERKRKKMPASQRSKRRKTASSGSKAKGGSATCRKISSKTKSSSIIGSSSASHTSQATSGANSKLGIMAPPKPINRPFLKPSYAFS
# Tb PGK inh = qHTS Assay to Find Inhibitors of Phosphoglycerate Kinase | 380,000 tested, 0.043% active | AID 602233, 2012 | PGK/GAPDH coupled, Kinase-Glo luminescence, 60 min | Potency, µM (doses to about 57.5 µM), inactives show at the top dose activity change, negative = inhibition, usual class: inhibitors | Phosphoglycerate kinase, glycosomal (Trypanosoma brucei brucei), P07378; also: % is scaled to controls: 0 for no effect and ±100 for the full control effect; nearly all actives have a fitted effect of over 60% in size
#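 Luminescent ATP detection (Kinase-Glo Plus) follows a 60-minute room-temperature incubation, with wells lacking PGK as controls. Buffer: 100 mM TEA (pH 7.6), 5 mM MgCl2, 0.01% Tween-20. Coupling enzyme GAPDH (100 nM final) supplies unstable 1,3-BPG in-well.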
# Pol iota inh = qHTS for Inhibitors of Polymerase Iota; Pol iota fluorescent replication assay, 10 min; Potency, µM (top dose mostly 115 µM), for inactives: at the top dose activity, negative = inhibition, most hits filed as inhibitors; 390,000 tested, 1% active; AID 588590, 2011
#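 Pol iota at 10 nM preincubated 15 min with compounds at room temperature; reaction started with fluorescent substrate, 50 nM final. Fluorescence read kinetically at 0 and 10 min; buffer-only wells as negative control.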
# JMJD2A Tudor = qHTS Assay for Inhibitors of JMJD2A-Tudor Domain; 390,000 tested, 4.4% active; AlphaScreen JMJD2A-Tudor / H3K4me3 peptide binding; Potency, µM (titrated, usually from 114 µM), for the others: at the top dose activity change, negative = inhibition, hits mostly inhibitors; Lysine-specific demethylase 4A (Homo sapiens), O75164; also: % is scaled to controls: 0 for no effect and ±100 for the full control effect; nearly all actives have a fitted effect of over 50% in size
# Starred values were filed as active, the others as inactive; i = inactive; ? = inconclusive; . = no result given; & = joins results of further samples; [ ] = remark or other dose. Unless noted, calls follow the shape of the dose curve; as a rule, active = well fitted curve in the direction sought with a large enough effect; inconclusive = small, poorly fitted or top-dose-only effect, or another doubt; inactive = no such curve, though single readings can be large; an effect the other way counts as inactive or inconclusive. Potency is read from the fitted curve at half-maximal effect. This is a subset. The share of hits here may be higher or lower than overall.
1	CN(c1ccccc1)c1nc(N)c([N+](=O)[O-])c(Nc2cccc(F)c2)n1
2	COc1ccc(NC(=S)Nc2ccccc2)cn1
3	CS(=O)(=O)c1cccc(NC(=O)CSc2nnc3n2CCCCC3)c1
4	Cc1ccc(NC(=O)COC(=O)c2ccnn2C)cc1
5	COC(=O)N/N=C(\CCC(=O)O)c1cccs1
6	CCCn1c(=N)c(S(=O)(=O)c2ccc(F)cc2)cc2c(=O)n3ccccc3nc21
7	COCCNC(=O)c1ccc(CSc2nc3ccncc3n2Cc2ccccc2)cc1
8	COC(=O)C1=C(O)C(C(=O)OC)C(c2ccc(C)cc2)C(C#N)(C#N)C1c1ccc(C)cc1 (stereo unspecified)
9	CCCCc1ccc(NC(=O)c2ccc(=O)n(Cc3cccc(C)c3)c2)cc1
10	COC(=O)[C@@]1(Cc2ccc(OC)cc2)[C@H]2c3cc(C(=O)N4CCCC4)n(CCn4cc([N+](=O)[O-])nc4C)c3C[C@H]2CN1C(=O)c1ccccc1
assay / entry,1,2,3,4,5,6,7,8,9,10
Pin1 inh,-1%,-10%,-1%,5%,1%,2%,2%,0%,6%,4%
GLS inhibitor,3%,14%,21%,10%,2%,2%,-4%,2%,-9%,5%
G9a inh,-1%,23%[59 µM],-2%[2.33 µM],4%[2.33 µM],.,17%,-3%[59 µM],-9%[59 µM],0%[59 µM],?
HP1b binding inh,6%,11%,35%,8%,10%,39%[activator],50%[activator],38%,12%[57 µM],18%
BAZ2B inh,-20%,5%,7%,8%,-1%,1%,1%,5%,1%,-7%
BLM helicase inh,-1%,1%,.,-1%,3%,3%,1%,-15%,-9%,0%&-5%
Tb PGK inh,-2%,-8%,1%,-8%,2%,i,-3%,5%,-4%,2%
Pol iota inh,17%,13%,4%,32%[activator],3%,-30%,44%[activator],8%,8%,-18%
JMJD2A Tudor,-21%,15%,-9%,-8%,-25%,11%,-1%,-23%,-17%,-22%

# Of the compounds above, these have an aryl thioether with sulfur outside any ring.
3	CS(=O)(=O)c1cccc(NC(=O)CSc2nnc3n2CCCCC3)c1
7	COCCNC(=O)c1ccc(CSc2nc3ccncc3n2Cc2ccccc2)cc1
assay / entry,3,7
Pin1 inh,-1%,2%
GLS inhibitor,21%,-4%
G9a inh,-2%[2.33 µM],-3%[59 µM]
HP1b binding inh,35%,50%[activator]
BAZ2B inh,7%,1%
BLM helicase inh,.,1%
Tb PGK inh,1%,-3%
Pol iota inh,4%,44%[activator]
JMJD2A Tudor,-9%,-1%

# The results go on.
11	O=C(c1cc(-c2ccccc2)on1)N1CCc2ccccc2C1
12	O=C1CCCc2[nH]nc(-c3cccnc3)c21
13	Cc1ccc(C)c(NC(=O)Cn2c([N+](=O)[O-])cnc2C)c1
14	CC(=O)Nc1ccc(S(=O)(=O)NCC2CCC(C(=O)NCCN(CC(C)C)CC(C)C)CC2)cc1 (stereo unspecified)
15	COC(=O)[C@H](Cc1ccccc1)NC(=O)NCC1CCCO1 (stereo partly specified)
16	C[C@H](CO)N1C[C@H](C)[C@@H](CN(C)S(C)(=O)=O)Oc2c(NC(=O)C3CC3)cccc2C1=O
17	CCOc1ccc(S(=O)(=O)Nc2ccc(OC)nc2)cc1
18	O=C(c1ccc(Cl)c(S(=O)(=O)N2CCOCC2)c1)N1CCN(c2ccccc2F)CC1
19	C/C(=N\NC(=O)C1COc2ccccc2O1)c1ccc(N2CCOCC2)cc1 (stereo unspecified)
20	O=C(Cc1cccc2ccccc12)NC(NC(=S)Nc1ccccc1Cl)C(Cl)(Cl)Cl (stereo unspecified)
assay / entry,11,12,13,14,15,16,17,18,19,20
Pin1 inh,10%,-7%,-4%,8%,-2%,-8%,-6%,3%,-7%,48%[activator]
GLS inhibitor,-2%,2%,6%,13%,4%,1%,2%,-1%,3%,-18%
G9a inh,.,4%[12.7 µM],25%[12.7 µM],5%[59 µM],10%[59 µM],.,21%,.,8%,-24%
HP1b binding inh,84%[activator],25%,40%[activator],-5%,5%,41%[activator],43%[activator],23%,4%,?
BAZ2B inh,-4%,3%,-5%,4%,4%,.,-11%,-8%,-15%,2%
BLM helicase inh,-4%,0%,0%,4%,-6%,.,-2%,0%,-9%,-6%
Tb PGK inh,-2%,-10%,-8%,-4%,1%,-7%,-1%,3%,-10%,i
Pol iota inh,4%,11%,12%,24%,18%,53%[activator],19%,23%,144%[activator],9%
JMJD2A Tudor,8%,-4%,1%,1%,-18%,-1%,1%,-6%,-25%,-20%

21	COC(=O)c1sccc1-n1cccc1C(=O)C(=O)N1CCCCC1
22	c1cnc(Oc2ccc3oc4ccccc4c3c2)nc1
23	COc1ccc(NC2c3ccccc3C(=O)N2c2cccnc2)cc1 (stereo unspecified)
24	Cc1ccc(S(=O)(=O)Cc2ccc(C(=O)NC3CCCC3)o2)cc1
25	Cc1cc(Br)cc2cn[nH]c12
26	Cc1cccc(N(CC(=O)NC(C)(C)C)C(=O)CNC(=O)c2cccs2)c1C
27	COc1ccc(N2CC(=O)N(c3ccc(OC)c(OC)c3)CC2=O)cc1OC
28	CC1CC1C(=O)OCc1cc(=O)n2cc(Br)ccc2n1 (stereo unspecified)
29	Fc1c(F)c(F)c(N/N=C/c2c[nH]c3ccccc23)c(F)c1F
30	O=C(COC(=O)CNC(=O)c1ccc(Cl)cc1Cl)NC1CCCCCCC1
assay / entry,21,22,23,24,25,26,27,28,29,30
Pin1 inh,-4%,2%,-6%,-12%,1%,-3%,2%,0%,11%,-2%
GLS inhibitor,-3%,-1%,6%,2%,2%,1%,5%,9%,15%,2%
G9a inh,-50%,14%[59 µM],?,16%,10%,7%,?,?,?,?
HP1b binding inh,57%[activator],29%,11%,30%,8%,25%,17%,19%,-25%,1%
BAZ2B inh,-6%,-2%,?,-5%,-2%,5%,1%,-10%,?,2%
BLM helicase inh,2%,-2%,-4%,-2%,0%,0%,-2%,-1%,-9%,.
Tb PGK inh,-1%,-2%,i,-8%,-4%,-3%,3%,4%,6%,-10%
Pol iota inh,0%,11%,-4%,?,100%[activator],28%,6%,-5%,24%,22%
JMJD2A Tudor,-13%,18%[57.1 µM],-29%,-15%,-8%,-4%,-6%,-9%,?,-13%

# 3 compounds out of the list, arranged by length of the SMILES, largest number first:
24	Cc1ccc(S(=O)(=O)Cc2ccc(C(=O)NC3CCCC3)o2)cc1
22	c1cnc(Oc2ccc3oc4ccccc4c3c2)nc1
25	Cc1cc(Br)cc2cn[nH]c12
assay / entry,24,22,25
Pin1 inh,-12%,2%,1%
GLS inhibitor,2%,-1%,2%
G9a inh,16%,14%[59 µM],10%
HP1b binding inh,30%,29%,8%
BAZ2B inh,-5%,-2%,-2%
BLM helicase inh,-2%,-2%,0%
Tb PGK inh,-8%,-2%,-4%
Pol iota inh,?,11%,100%[activator]
JMJD2A Tudor,-15%,18%[57.1 µM],-8%

# Continuation.
31	Cc1ccc2oc(=O)n(Cc3ccc(F)cc3)c2c1
32	COc1ccc(CCN2CCCn3c2nc2c3c(=O)n(Cc3ccccc3F)c(=O)n2C)cc1OC
33	COCC(=O)N1CCC(Oc2ccc(C(=O)N3C[C@@H]4CCC[C@H]3C4)cc2)CC1
34	COc1ncccc1C(=O)NC1CCCc2c1cnn2-c1ccc(C)c(C)c1 (stereo unspecified)
35	COC(=O)C(CCCCNC(=O)OCc1ccccc1)NC(=O)CN (stereo unspecified)
36	COCCNC(=O)c1ccc(CS(=O)(=O)c2ccccc2OC)o1
37	COC(=O)c1ccc(N2C(=O)C3C4C=CC(CC4)C3C2=O)cc1 (stereo unspecified)
38	COc1ccc(C(=O)NC(=S)N2CCCCC2c2cccnc2)cc1OC (stereo unspecified)
39	CC(C)NC(=O)N(C)C[C@H]1Oc2ccc(NC(=O)CCN3CCOCC3)cc2C(=O)N([C@H](C)CO)C[C@@H]1C
40	COc1cccc(N2CCN(C(=O)c3cn(Cc4ccccc4)nc3-c3cccnc3)CC2)c1
assay / entry,31,32,33,34,35,36,37,38,39,40
Pin1 inh,2%,4%,-8%,0%,0%,5%,3%,-8%,0%,-1%
GLS inhibitor,-27%,-8%,7%,-3%,0%,0%,5%,26%,1%,3%
G9a inh,25%,7%[59 µM],2%[12.7 µM],-10%,-28%[12.7 µM],?,-10%[0.501 µM],.,.,-1%[12.7 µM]
HP1b binding inh,63%[activator],-4%,22%,29%,5%,30%,11%,28%,55%[activator],29%
BAZ2B inh,21%,.,6%,-23%,2%,5%,-7%,3%[57.1 µM],.,-8%
BLM helicase inh,-2%,-1%,-1%,-1%,1%,1%,4%,-1%,.,.
Tb PGK inh,-2%,1%,6%,-1%,-2%,4%,2%,-1%,6%,-8%
Pol iota inh,141%[activator],11%,6%,-7%,-4%,52%[activator],102%[activator],3%,?,1%
JMJD2A Tudor,18%,-34%,-7%,-22%,-24%,-6%,-12%,-21%,-9%,-14%

# Single entries from the entries so far.
# compound 35 – HP1b binding inh = 5%
# compound 39 – HP1b binding inh = 55%[activator]
# compound 40 – BAZ2B inh = -8%
# compound 32 – Pol iota inh = 11%
# compound 38 – GLS inhibitor = 26%

# Screens deposited in PubChem by National Center for Advancing Translational Sciences (NCATS).
